# TRPV1 ag: agonists of human vanilloid receptor 1 (TRPV1) | Q8NER1 | TRPV1-expressing cells, Fluo-8 calcium influx, agonist mode | activation, % at 8.33 µM | hit rate 0.19% among 320,000 | AID 540275; in the data active = activation above about 80%; inconclusive = between about 30% and that limit; note: 0% is about no effect
#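 Cells expressing TRPV1 were dye-loaded with Fluo-8 and read kinetically: 10 s baseline, 3 min after compound (agonist portion), then 2 min after EC20 capsaicin (allosteric enhancer portion). Calcium-bound dye fluorescence at 480/520 nm.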
# TSHR antag: human thyrotropin receptor antagonism. P16473. TSHR-expressing cells, TSH-stimulated cAMP HTRF, 2 h; stronger effect = lower value. activity change, negative = inhibition, % at 11.5 µM. hit rate 0.2% among 330,000;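 active = activity change below a set negative limit, meaning inhibition stronger than a set level, cut at about -70% in these data; inconclusive = activity change between two set negative limits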; note: % is set by controls: 0 for no effect and ±100 for the full control effect
#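 Read-out is FRET at 665 nm (cryptate excitation 337 nm) from a cryptate-tagged anti-cAMP antibody, competed by cell cAMP against cAMP-d2. Compounds are tested on freshly harvested TSHR cells challenged with 4nM TSH (EC80) for 2 hours at 37 deg C.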
# KCNH2 3.1 block: KCNH2 3.1 (human) potassium channel inhibition; activity change, % (tested at about 1.8 µM); hit rate 0.95% among 340,000; U2OS KCNH2 3.1, thallium flux FluxOr; stronger effect = lower value; AID 720553;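 active = maximum activity change below -70%; inconclusive = maximum activity change from -70% to -50%; inactive = maximum activity change above -50%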;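 note: thallium influx rate constant from kinetic fluorescence after stimulation buffer; % is set by controls: 0 for no effect and ±100 for the full control effect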
#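 FluxOr-based Tl+ influx in U2OS cells transduced with KCNH2 3.1 virus; rate constants normalized to DMSO controls.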
# A-T KAP1 phos: potential ataxia-telangiectasia treatments restoring KAP-1 phosphorylation. hit rate 0.19% among 320,000. Potency, µM (doses to about 57.5 µM), without a hit: at the highest dose activation, usual class: activators. […] A-T fibroblasts, KAP-1 phosphorylation AlphaLISA; neocarzinostatin DNA damage 30 min before lysis. AID 485349; note: potency is the fitted concentration of half-maximal effect; % of control where 0% means no effect; nearly all actives have a fitted effect of over 45% in size
#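 hTERT-immortalized A-T patient fibroblasts ([…]), 500 cells/well in OPTI-MEM, 1% FBS, got compounds for 60 min, then NCS for 30 min at 37C. Lysates were then assayed for phospho-KAP-1 by AlphaLISA (anti-pKAP1 donor, anti-KAP1 acceptor beads), 6 hr at 25C.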
# ELG1 repair inh: inhibitors of ELG1-dependent DNA repair in HEK293T cells; HEK293T ELG1-luciferase reporter, luminescence, 16 h; DNA damage induced by 5-fluorouridine; Potency, µM (highest dose often 46.1 µM), inactives show at the highest dose activity change, negative = inhibition, most hits filed as inhibitors; hit rate 2.3% among 330,000; note: potency is the fitted concentration of half-maximal effect; % is set by controls: 0 for no effect and ±100 for the full control effect; nearly all actives have a fitted effect of over 55% in size
#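 Quantitative HTS, concentration-response format. 2,000 cells/well co-treated with 5-fluorouridine and compound, 16 hr in 5% CO2 at 37 °C; ONE-Glo luminescence read after 30 min.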
# Eya2 inh: Eya2 (human) phosphatase inhibition; recombinant Eya2, OMFP fluorescence dephosphorylation (OMFP is methylfluorescein phosphate); Potency, µM (top dose mostly 76.9 µM), for the others: at the highest dose activity, negative = inhibition, hits mostly inhibitors; hit rate 0.006% among 330,000; AID 488837; note: potency is the fitted concentration of half-maximal effect; % is set by controls: 0 for no effect and ±100 for the full control effect
#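 Eya2 protein (added as 0.2 uM solution) was preincubated with compound for 10 min at ambient temperature in 50 mM HEPES pH 7.5, 50 mM NaCl, 5 uM MgCl2, 0.05% BSA, 1 mM DTT. OMFP (added at 50 uM) then reacted 10 min; fluorescence read at 485/525 nm.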
# TCR activator: activators of T cell receptors; 330,000 tested, under 10 active; Potency, µM (series often up to 9.22 µM), for inactives: top-dose activation of IL-2 secretion, usual class: activators; primary human leukocytes, anti-CD3, IL-2 HTRF, 48 h; note: % of control where 0% means no effect
#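 IL-2 release read by HTRF sandwich (Eu cryptate donor, d2 acceptor, 665 nm emission) after 48 hr exposure of primary human leukocytes to compound together with anti-CD3 beads in the absence of co-stimulatory signals.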
# hERG WT inh: KCNH2 (human, wildtype) channel inhibition | Q12809 | U2OS, BacMam KCNH2, thallium flux FluxOr; stronger effect = lower value | activity change, % at 1.84 µM | hit rate 0.37% among 340,000;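 active = maximum activity change below -70%; inconclusive = maximum activity change between -70% and -50%; inactive = maximum activity change above -50%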; note: % is set by controls: 0 for no effect and ±100 for the full control effect
#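 U2OS cells transduced with wild-type KCNH2 virus are loaded with FluxOr dye for 45 min, and thallium flux is measured in kinetic reads before and after stimulation buffer. Rate constants are normalized to DMSO controls.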
# USP2a inh: inhibitors of human ubiquitin-specific protease USP2a; O75604; USP2 core, Ub-CHOP2 coupled fluorogenic reporter, 485/531; Potency, µM (top dose mostly 38.3 µM), for the others: at the highest dose activity change, negative = inhibition, most hits filed as inhibitors; hit rate 0.01% among 330,000;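 note: potency is the fitted concentration of half-maximal effect; plate controls were DMSO wells for no effect and full inhibition by NEM control for full effect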
# Target sequence (O75604 whole entry, looked up): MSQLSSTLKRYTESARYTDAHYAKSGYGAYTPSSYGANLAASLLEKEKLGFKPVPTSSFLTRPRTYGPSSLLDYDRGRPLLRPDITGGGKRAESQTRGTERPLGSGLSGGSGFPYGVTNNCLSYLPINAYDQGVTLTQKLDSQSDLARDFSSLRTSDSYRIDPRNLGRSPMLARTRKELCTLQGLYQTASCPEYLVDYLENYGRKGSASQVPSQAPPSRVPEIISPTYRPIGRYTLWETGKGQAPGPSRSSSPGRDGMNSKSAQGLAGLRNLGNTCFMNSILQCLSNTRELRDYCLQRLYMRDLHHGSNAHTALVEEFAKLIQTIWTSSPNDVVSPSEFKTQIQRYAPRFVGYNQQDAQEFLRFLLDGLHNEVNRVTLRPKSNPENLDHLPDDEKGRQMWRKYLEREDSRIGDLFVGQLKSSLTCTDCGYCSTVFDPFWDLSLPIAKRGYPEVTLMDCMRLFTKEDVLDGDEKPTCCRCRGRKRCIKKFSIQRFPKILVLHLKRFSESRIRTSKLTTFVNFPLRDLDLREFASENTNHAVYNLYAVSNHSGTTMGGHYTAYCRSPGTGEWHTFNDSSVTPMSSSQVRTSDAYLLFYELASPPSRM
#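 USP2 core (10nM final) preincubated 30min RT with compound in 20mM Tris-HCl pH 8.0, 2mM CaCl2, 2mM beta-mercaptoethanol, 0.05% CHAPS; 25nM Ub-CHOP2 plus 25nM reporter substrate added, fluorescence (Ex485/Em531) read after 60min.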
# Mito fusion yeast: inhibitors of mitochondrial division or activators of mitochondrial fusion | S. cerevisiae fusion-defective mutant growth rescue, CellTiterGlo 48 h | AID 485298 | Potency, µM (doses to about 46.1 µM), for the others: at the top dose growth rescue (activation), actives largely listed as activators | hit rate 0.23% among 320,000;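 note: potency is the fitted concentration of half-maximal effect; % of control where 0% means no effect; nearly all actives have a fitted effect of over 45% in size; temperature-sensitive fusion mutants such as fzo1-1 at 37 °C on non-fermentable ethanol glycerol medium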
#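 Compounds are tested for their ability to restore growth of mitochondrial fusion-defective yeast strains at non-permissive 37C in YPEG medium over 48 hours. Viability is quantified by luciferase luminescence.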
# Starred values were filed as active, the others as inactive; ? = inconclusive; . = no result given; [ ] = another dose, or the depositor's remark. Unless noted, calls come from the whole dose curve; as a rule, active = well fitted curve in the direction sought with a large enough effect; inconclusive = small, poorly fitted or top-dose-only effect, or another doubt; inactive = no such curve, though single readings can be large; an effect the other way counts as inactive or inconclusive.
SMILES,TRPV1 ag,TSHR antag,KCNH2 3.1 block,A-T KAP1 phos,ELG1 repair inh,Eya2 inh,TCR activator,hERG WT inh,USP2a inh,Mito fusion yeast
c1ccc(-c2csc(-c3ccc(-c4csnn4)cc3)n2)cc1,5,-10,3,-1%,?,7%,-2%,0,1%,3%
O=C1COc2ccc(C(=O)COC(=O)c3sc4ccccc4c3Cl)cc2N1,7,3,-25,-2%,7%,6%,4%[46.1 µM],6,0%,-3%
O=C(CN1C(=O)NC2(CCCC2)C1=O)Nc1ccc(C(F)(F)F)cc1,?,-7,2,-10%,?,3%,0%,3,-7%,-6%
CCOC(=O)c1sc(N)c(C#N)c1COC(=O)C1=COCCO1,-8,9,-17,15%,0%,2%,2%,-9,-1%,?
CCOC(=O)c1ccc(-n2c(=O)[nH]c3ccccc3c2=O)cc1,25,10,16,2%,?,-8%,6%,-3,4%,1%
Cc1ccc(S(=O)(=O)N2CCN(C(=O)C(C)Cn3cncn3)CC2)cc1C (configuration not stated),-1,-7,11,3%,1%,1%,2%,-13,2%,0%
CCOc1ccc(N(CCC#N)S(=O)(=O)c2ccc(OC)cc2)cc1,4,-5,0,5%,-21%,-15%,0%,-2,0%,-1%
O=S(=O)(NCc1ccccc1)NCc1cccc(C(F)(F)F)c1,5,-4,.,4%,2%,-20%,2%,-15,0%,4%
COc1ccc(NC(=O)NN2CCN(C)CC2)cc1OC,16,-2,30,10%,7%,-1%,-4%,43,3%,1%
Clc1ccc(-c2nnc(SCc3cn4ccsc4n3)n2CC2CCCO2)cc1 (configuration not stated),6,-2,4,0%,-2%,5%,-1%,9,2%,-3%

# Some of these compounds in order of number of heavy atoms, high to low:
SMILES,TRPV1 ag,TSHR antag,KCNH2 3.1 block,A-T KAP1 phos,ELG1 repair inh,Eya2 inh,TCR activator,hERG WT inh,USP2a inh,Mito fusion yeast
O=C1COc2ccc(C(=O)COC(=O)c3sc4ccccc4c3Cl)cc2N1,7,3,-25,-2%,7%,6%,4%[46.1 µM],6,0%,-3%
CCOC(=O)c1sc(N)c(C#N)c1COC(=O)C1=COCCO1,-8,9,-17,15%,0%,2%,2%,-9,-1%,?
COc1ccc(NC(=O)NN2CCN(C)CC2)cc1OC,16,-2,30,10%,7%,-1%,-4%,43,3%,1%

# Later entries:
SMILES,TRPV1 ag,TSHR antag,KCNH2 3.1 block,A-T KAP1 phos,ELG1 repair inh,Eya2 inh,TCR activator,hERG WT inh,USP2a inh,Mito fusion yeast
COC(=O)C1(C)NC(c2ccco2)C2C(=O)N(c3ccc(F)cc3)C(=O)C21 (configuration not stated),2,-6,-8,0%,-6%,-3%,-12%,-10,0%,-1%
COc1ccccc1C(=O)NNC(=O)C1CCCO1 (configuration not stated),0,2,9,3%,-1%,5%,7%,16,0%,-6%
CC(CNS(=O)(=O)c1ccc(Br)cc1)CN(C)C (configuration not stated),4,7,-3,-8%,4%,22%,-3%,0,1%,-7%
Cc1nc2cc(F)ccc2n1C1CCN(S(=O)(=O)c2ccccc2)CC1,1,6,5,2%,?,1%,.,15,0%,0%
Cc1cc(C(=O)N(C2CCCCC2)C2CCCCC2)no1,24,-3,-4,-1%,?,-5%,.,-23,1%,2%
COc1ccc(NC(=O)CSc2nnc(-c3ccc(F)cc3)o2)cn1,6,1,27,6%,?,-8%,-3%,14,1%,-2%
COCCn1c(N)c(C(=O)NCC2CCCO2)c2nc3ccccc3nc21 (configuration not stated),27,-6,-4,?,?,-19%,-1%,0,-1%,-9%
Cc1nc2ccccc2c(C)c1C(=O)c1ccccc1,2,-12,12,-8%,-18%,-3%,-1%,2,-1%,6%
O=C(NCc1ccccc1)[C@@H]1CSC2c3ccccc3C(=O)N21 (some centres not stated),5,17,11,0%,-1%,16%,3%,5,0%,0%
COc1ccc(S(=O)(=O)N(C)C)cc1NC(=O)COC(=O)c1nc2nccc(C)n2n1,-1,2,15,-36%,1%,2%,-4%,0,1%,-2%
Cc1cc(C(=O)CCC(=O)N2CCN(S(=O)(=O)c3cccs3)CC2)c(C)s1,-4,-4,-5,.,?,7%,1%,-3,-10%,1%
O=C(OCC(=O)c1ccc(Cl)s1)c1cnccn1,1,5,-10,-1%,0%,6%,5%,-10,3%,-1%
COc1cc(-c2nc3n(n2)C(c2ccncc2)C(C(N)=O)=C(C)N3)cc(OC)c1OC (configuration not stated),-1,-8,-4,-4%,-8%,0%,2%,3,5%,0%
Cn1nnnc1SCc1ccccc1F,0,2,-5,5%,6%,15%,-4%,4,0%,0%
COC(=O)c1ccc(N2OC3(C)C=CC2CC3)cc1 (configuration not stated),14,2,10,5%,?,-4%,3%[46.1 µM],0,3%,.
CCc1c(C(C)S(=O)(=O)c2ccc(C)cc2)[nH]c(=O)n1-c1ccc(OC(F)(F)F)cc1 (configuration not stated),5,1,2,-1%,-7%,1%,-14%,-1,-3%,-7%
NNC(=O)c1ccc(CSc2nc3ccccc3s2)cc1,16,-15,13,2%,-16%,-5%,4%,6,2%,-1%
CN(C)S(=O)(=O)n1cc(/C=C(\NC(=O)c2ccccc2Cl)C(=O)NCCCn2ccnc2)c2ccccc21,12,-4,20,-8%,21µM*,-4%,5%,13,-1%,-3%
O=C(CN1C(=O)c2ccccc2C1=O)N1CCN(C2c3ccccc3-c3ccccc32)CC1,3,-9,10,19%,16µM*,-5%,3%,2,-1%,?
CN1C(C(=O)Nc2ccccn2)=C(O)c2sc(Cl)cc2S1(=O)=O,0,1,3,-3%,-6%,4%,-17%,-2,2%,2%
CC(=O)N1CCN(S(=O)(=O)c2ccc(Cl)cc2F)CC1,0,-3,6,-3%,25%,-1%,.,3,2%,-6%
COc1cccc(OC)c1C(=O)NC(=O)Nc1c(F)cc(F)cc1F,0,-9,17,7%,23%,-5%,-3%,3,-1%,-8%
CCC(OCC(O)CN1CCN(CCN2C(=O)c3cccc4cccc(c34)C2=O)CC1)c1ccccc1 (configuration not stated),-4,27,-36,0%,21µM*,-5%,-5%[46.1 µM],41,-3%,17%
O=S(=O)(c1ccc(Cl)cc1)N1CCCN(c2nc3ccc(Cl)cc3s2)CC1,21,9,-11,-2%,7%,12%,-1%,11,1%,-2%
Cc1ccc(C)c(NC(=O)CN(C)C(=O)c2cc(C3CC3)nn2-c2ccccc2)c1,.,.,-26,-3%,?,-22%,3%,-7,5%,.
CN1CCN(C(=O)c2cc3nc(-c4ccco4)cc(C(F)(F)F)n3n2)CC1,-2,-2,-18,0%,4%,-8%,2%,5,-1%,-4%
Cc1nc2c(C)cccn2c(=O)c1NC(=O)c1ccc(Br)o1,-2,4,-6,-1%,23%,-12%,4%,-11,1%,3%
NS(=O)(=O)c1ccc(NC(=S)NC(=O)c2cccnc2)cc1,1,-3,-14,2%,7%,13%,2%,1,1%,-16%
O=C(NCCCl)Nc1cc([N+](=O)[O-])ccc1Cl,2,-6,-6,0%,-8%,-9%,15%,-7,1%,-4%
CC(=O)Nc1ccc(S(=O)(=O)NCC(C)NS(=O)(=O)c2ccc(NC(C)=O)cc2)cc1 (configuration not stated),1,19,-3,1%,-1%,18%,4%,-6,0%,-4%
Oc1cc(Cc2ccccc2)cnc1CN1CCOCC1,10,-8,6,3%,26%,-8%,-2%,0,-1%,6%
CCc1ccc2c(c1)C(c1ccc([N+](=O)[O-])cc1)=NNC(c1ccc(F)cc1)=N2,?,-2,-32,0%,1%,19%,3%,12,0%,-2%
CCS(=O)(=O)c1ccc(N=Nc2ccc(O)c3ncccc23)c(OC)c1,2,1,-2,3%,?,-23%,1%,6,-9%,3%
CS(=O)(=O)N1CCC(C(=O)N2CCC(Cc3ccccc3)CC2)CC1,14,2,-9,6%,-7%,4%,1%,-22,2%,7%
COc1ccc(-c2cc(C)no2)cc1S(=O)(=O)N(C)c1ccc(C)cc1,?,-9,-3,0%,-25%,-13%,9%,6,1%,23%
COC(=O)c1c(NC(=O)C2C3CCC(C3)C2C(=O)O)sc2c1CCCCC2 (configuration not stated),4,-13,-5,5%,?,7%,-2%,0,-1%,-1%
O=C(O)CCCC(=O)Nc1cccc(-c2nc3ccccc3[nH]2)c1,-2,-8,6,6%,0%,0%,6%,-12,-1%,-2%
COc1ccccc1N1CCN(CC(O)COc2ccc(C)c(C)c2)CC1 (configuration not stated),3,4,-19,-11%,-1%,-15%,-4%,27,0%,-12%
CCN(CC)c1ccc(/C=N/NC(=O)c2ccccn2)cc1,?,-7,1,1%,?,-8%,1%,-2,3%,-4%
N#C/C(=C\c1ccccc1)C(=O)Nc1ccccn1,1,-4,-2,26%,12%,-3%,-1%,31,3%,1%
Cc1ccc2cc(/C=N/NC(=O)CN3CCOCC3)c(Cl)nc2c1,-2,5,14,8%,?,2%,0%,11,0%,3%

# Screens from PubChem BioAssay.

# These rows are one share of the data; the hit share may differ from the screen's.
